Source: PubChem BioAssay
TRPC4 agonist: opens the mouse TRPC4 cation channel. B-score at 10 µM. HEK293 TRPC4beta/mu-opioid, Fluo4 calcium fluorescence; hits give high values. 310,000 compounds, 0.49% hits. Q9QUQ5;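 active means B-score above 5 SD of library B-scores, and initial fluorescence ratio not above library mean plus 5 SD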;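 further: positive B-score marks a calcium rise read as TRPC4 activation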
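Technique: kinetic Fluo4 calcium fluorescence; Test system: TRPC4beta and mu-opioid receptor HEK293 stable cells; Measure: B-scored integrated calcium fluorescence ratio; Benchmarks: low control buffer alone, high control maximal DAMGO; Schedule: 45 min room-temperature Fluo4 loading, 110 s read.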
KCNQ1 pot: potentiators or activators of human KCNQ1 potassium channel; CHO-K1 KCNQ1, thallium flux FluxOR fluorescence; hits give high values; B-score at 10 µM; 310,000 compounds, 0.35% hits; AID 2648;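 active means fluorescence ratio B-score, a plate-corrected score, at least three library SD, with initial intensity B-score within 5 SD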
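Doses: Single concentration per compound, DMSO matched to controls | Test system: KCNQ1-transfected CHO-K1 cells | Timing: 90 min dye loading and 20 min compound exposure, both at room temperature | Measured by: Kinetic FluxOR thallium fluorescence, 10-s 1-Hz baseline, 110-s post-stimulus read | Medium: Assay buffer with matched DMSO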
TRPC4 PAM: TRPC4 (mouse) allosteric potentiation; Q9QUQ5; HEK293 TRPC4beta/mu-opioid, DAMGO EC20, Fluo-4 Ca2+ flux; hits give high values; B-score at 10 µM; 310,000 compounds, 0.42% hits; AID 2227;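 active means B-score of calcium response area above 5 SD of library B-scores, with initial fluorescence ratio within 5 SD of library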;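 further: B-score of integrated fluorescence ratio over time as area under calcium response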
KCNK3 inh: human KCNK3 channel inhibition, primary screen; CHO-KCNK3 thallium flux, FluxOR fluorescence; hits give low values; B-score at 10 µM; 340,000 compounds, 0.84% hits; AID 602410;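 active means B-score under library mean minus 4 SD, starting fluorescence ratio at most library mean plus 5 SD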;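 further: more negative B-score means stronger inhibition of thallium flux through KCNK3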
KCNQ1 block: human KCNQ1 channel inhibition. P51787. CHO-K1 KCNQ1, FluxOR thallium flux fluorescence; hits give high values. B-score at 10 µM. 310,000 compounds, 1.3% hits;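 active means compounds whose thallium flux B-score, printed positive for inhibition, exceeds three library SD while starting fluorescence stays within three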;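 further: channel opened by potassium depolarization with thallium stimulus after 20 min compound exposure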
KCNK9 inh: inhibitors of human KCNK9 two-pore domain potassium channel | AID 488922 | Q9NPC2 | 310,000 compounds, 1.2% hits | B-score at 10 µM | HEK293 KCNK9, FluxOR thallium flux fluorescence; hits give low values;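 active means ratio B-score over 3 SD below the library mean, with starting fluorescence within 5 SD of its mean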;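 further: negative B-score means less thallium flux so channel inhibition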
PolyA inhibitor: blocks polyadenylation in yeast reporter cells. calls only at 12 µM. AID 1875. 300,000 compounds, 0.02% hits. S. cerevisiae SKY197-pL101 polyadenylation reporter, beta-gal luminescence; efflux-impaired pdr1/pdr3 knockout yeast; score 100 = 6 SD above DMSO;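 active means lowest replicate activity score at least 50, where 100 means six control SD above control mean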;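 further: yeast exposed to compound for 9 h at 30 °C; higher score means more reporter readthrough which indicates perturbed polyadenylation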
DYRK1A inh: Dyrk1A (rat) kinase inhibition | ADP-Glo luminescence, NFATc1 peptide | inhibition, % at 12.5 µM | 310,000 compounds, 0.43% hits | Q63470; in the data active means inhibition above about 50%;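 further: plate controls were vehicle with enzyme for no effect and no enzyme for full effect; many of its hits are not listed in these tables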
TRPC4 inh: inhibitors of mouse TRPC4 channel. Q9QUQ5. HEK293 TRPC4beta/mu-opioid, DAMGO-evoked Fluo4 calcium flux; hits give low values. B-score at 10 µM. 300,000 compounds, 0.39% hits;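 active means B-score over 3 SD under the library average, no early fluorescence shift, positive overall ratio signal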
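test system = HEK293 cells with stable TRPC4beta plus mu-opioid receptor expression | detection = Fluo4 Ca2+ flux fluorescence | read-out = integrated fluorescence ratio relative to baseline, converted to per-well B score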
hERG protect: shields human hERG channel from block by proarrhythmic agents; Q12809; CHO-hERG, FluxOR thallium flux, dofetilide IC70 present; activation (rescue from dofetilide block), less the hit threshold, % at 10 µM; 310,000 compounds, 0.51% hits; AID 1511;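 active means activation above the mean of controls blocked by dofetilide plus 5 SD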;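 further: thallium influx through hERG after potassium depolarization seen as dye fluorescence rise; in these data hits start at about 4.7%; inactives centre near -7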
Target sequence (Q12809 whole entry, looked up): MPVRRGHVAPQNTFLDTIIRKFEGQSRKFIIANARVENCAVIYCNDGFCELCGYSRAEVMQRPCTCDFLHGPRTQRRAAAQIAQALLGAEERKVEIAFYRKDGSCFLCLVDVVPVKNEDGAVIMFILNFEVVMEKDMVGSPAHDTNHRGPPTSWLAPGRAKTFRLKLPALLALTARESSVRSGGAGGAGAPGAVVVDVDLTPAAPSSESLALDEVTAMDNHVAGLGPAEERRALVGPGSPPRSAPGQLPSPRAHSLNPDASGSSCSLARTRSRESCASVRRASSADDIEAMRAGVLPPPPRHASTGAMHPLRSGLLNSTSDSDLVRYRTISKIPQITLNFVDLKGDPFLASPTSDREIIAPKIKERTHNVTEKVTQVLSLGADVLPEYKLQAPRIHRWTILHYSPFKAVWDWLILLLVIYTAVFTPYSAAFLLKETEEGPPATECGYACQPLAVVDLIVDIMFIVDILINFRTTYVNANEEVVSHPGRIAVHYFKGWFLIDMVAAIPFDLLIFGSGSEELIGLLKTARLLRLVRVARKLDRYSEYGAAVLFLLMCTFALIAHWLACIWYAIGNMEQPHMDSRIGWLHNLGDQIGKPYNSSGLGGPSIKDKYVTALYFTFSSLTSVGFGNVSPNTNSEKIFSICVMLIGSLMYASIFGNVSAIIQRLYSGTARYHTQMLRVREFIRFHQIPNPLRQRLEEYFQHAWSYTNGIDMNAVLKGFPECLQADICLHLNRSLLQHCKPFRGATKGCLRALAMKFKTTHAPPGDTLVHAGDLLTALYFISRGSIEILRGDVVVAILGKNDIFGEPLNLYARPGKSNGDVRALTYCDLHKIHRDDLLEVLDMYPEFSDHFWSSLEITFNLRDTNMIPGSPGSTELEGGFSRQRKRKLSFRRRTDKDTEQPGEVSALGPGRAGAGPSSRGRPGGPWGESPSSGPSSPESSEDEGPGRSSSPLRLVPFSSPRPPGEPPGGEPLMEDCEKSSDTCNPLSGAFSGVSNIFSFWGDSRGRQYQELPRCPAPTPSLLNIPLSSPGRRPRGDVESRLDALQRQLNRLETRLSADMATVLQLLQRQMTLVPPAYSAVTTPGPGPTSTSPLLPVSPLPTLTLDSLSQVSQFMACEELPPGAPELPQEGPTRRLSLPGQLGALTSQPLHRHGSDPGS
Platelet DG rel: modulates dense granule release in human platelets; human platelet-rich plasma, SFLLRN dense granule ATP release, luminescence; inhibition, %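 (compounds screened at 7.5 µM in platelet-rich plasma)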; 300,000 compounds, 0.22% hits; AID 1663;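 active means mean replicate score, as percent of positive control, at or above 50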
Active calls of the source: *; i = inactive; / = not tested or not shown. Only part of the results is shown (hit frequency here may not be typical).

SMILES	TRPC4 agonist	KCNQ1 pot	TRPC4 PAM	KCNK3 inh	KCNQ1 block	KCNK9 inh	PolyA inhibitor	DYRK1A inh	TRPC4 inh	hERG protect	Platelet DG rel
COc1ccccc1CNC(=O)c1ccc(-c2ccccc2)cc1	i	i	i	i	i	i	i	-3	i	-6	-1
O=C(NCc1ccccc1)c1ccccc1C(=O)c1ncc[nH]1	i	i	i	i	i	i	i	-1	i	-2	0
COc1ccc(S(=O)(=O)N2CCSCC2)cc1	i	i	i	i	i	i	i	-7	i	-13	-4
Cc1cc(C)n(C(N)=NC(=O)c2ccc([N+](=O)[O-])cc2)n1	i	i	i	i	i	i	i	/	i	-2	-11
Cc1ccc(NC(=O)c2ccccc2SCC(=O)N2CCCC2)cc1S(=O)(=O)N(C)C	i	i	i	i	i	i	i	-3	i	-19	16
CCOc1ccc(C(CC(=O)O)NC(=O)Cc2ccccc2)cc1OC (configuration not stated)	i	i	i	i	i	i	i	-11	i	-7	-1
CC(=O)c1cn(-c2ccc(Cl)cc2)c(=O)n(Cc2ccc(Br)cc2)c1=O	i	i	i	i	i	i	i	-1	i	-5	-1
Fc1ccccc1CN1CCCC(NC2CCC2)C1 (configuration not stated)	i	i	i	i	i	i	i	/	i	-7	0
Cc1[nH][nH]c(=O)c1N=Nc1ccccc1	i	i	i	i	i	i	i	9	i	3	11
COc1ccccc1-c1cc(N)n(S(=O)(=O)c2ccc(F)c(C)c2)n1	i	i	i	i	i	i	i	-6	i	-8	6
Cc1ccc(-c2nnn(CC(=O)N(CC(=O)NC3CCCC3)c3ccc(F)c(Cl)c3)n2)o1	i	i	i	i	i	i	i	-6	i	-6	3
O=C(Nc1ccc(F)cc1F)NC1CCCc2ccccc21 (configuration not stated)	i	i	i	i	i	i	i	/	i	-9	2
COC(=O)CN1C(=O)CSc2ncccc21	i	i	i	i	i	i	i	-5	i	-9	-2
COc1cc(C(=S)N2CCCC2)ccc1O	i	i	i	i	i	i	i	-6	i	-8	6
Cc1ccnc(NS(=O)(=O)c2ccc(NC(=O)Cc3ccccc3)cc2)n1	i	i	i	i	i	i	i	0	i	-3	10
O=C(Nc1ccc(Cl)cc1)OCc1cn(-c2ccc(Cl)cc2)nn1	i	i	i	i	i	i	i	-2	i	-16	2
CN1N=C(C(C)(C)C)CSC1=Nc1ccc(F)cc1	i	i	i	i	i	i	i	-13	i	-9	8
CCCS(=O)(=O)c1nc(S(=O)(=O)c2ccc(Cl)cc2)c(N2CCC(O)CC2)s1	i	i	i	i	i	i	i	-2	i	-8	5
COc1ccc(N(CC(=O)NC2CCCCC2C)S(=O)(=O)c2c(C)nn(C)c2C)cc1 (configuration not stated)	i	i	i	i	i	i	i	-5	i	-9	15
CCOC(=O)C1(CCCc2ccccc2)CCN(C2CCN(C(C)=O)CC2)CC1	i	i	i	i	i	i	i	3	i	-18	10
CCOC(=O)N1CCN(S(=O)(=O)c2ccc(OCC)c(C)c2)CC1	i	i	i	i	i	i	i	1	i	-7	/
Fc1cccc(Cl)c1CSc1nnc2ccccn12	i	i	i	i	i	i	i	1	i	-1	13
CC(C)CC(=O)Nc1ccc(C(=O)CN2CCC(C)CC2)cc1	i	i	i	i	i	i	i	-6	/	-7	-2
Cn1c(=O)cc(OCCCC(=O)N2CCN(Cc3ccc4c(c3)OCO4)CC2)c2ccccc21	i	i	i	i	i	i	i	0	i	-21	-7
CC(=O)Nc1ccc(N/C=C/C(=O)c2ccccc2)cc1	i	i	i	i	i	i	i	8	i	-4	12

The results go on:
SMILES	TRPC4 agonist	KCNQ1 pot	TRPC4 PAM	KCNK3 inh	KCNQ1 block	KCNK9 inh	PolyA inhibitor	DYRK1A inh	TRPC4 inh	hERG protect	Platelet DG rel
Cc1cc(C)cc(NS(=O)(=O)c2c(C(=O)N3CCCCCC3)c(C)n(C)c2C)c1	i	i	i	i	i	i	i	1	i	-5	-4
O=C(Nc1ccc(-c2nc3ncccc3o2)cc1)c1ccc([N+](=O)[O-])o1	i	i	i	i	i	i	i	-5	i	-3	8
Cc1ccc(C(=O)OCC(=O)Nc2c(C)n(C)n(-c3ccccc3)c2=O)cc1[N+](=O)[O-]	i	i	i	i	i	i	i	-4	i	-5	-1
Cc1nnsc1C(=O)NC1CCCc2c1cnn2-c1ccc(C(C)(C)C)cc1 (configuration not stated)	i	i	i	i	i	i	i	-4	i	-14	-17
Cc1ccc(C(=O)NCc2ccc3c(c2)OCO3)cc1Cl	i	i	i	i	i	i	i	3	i	-7	1
O=C(COC(=O)c1c[nH]c(=O)[nH]c1=O)Nc1ccccc1	i	i	i	i	i	i	i	-6	i	-6	16
CCCNC(=O)Cc1c(C)oc2ccccc12	i	i	i	i	i	i	i	/	i	-12	-18
CC(=O)NC(=S)Nc1ccc([N+](=O)[O-])cc1C	i	i	i	i	i	i	i	2	i	1	4
Cc1cc(C)nc(NC(=O)c2ccc(Cl)c(Cl)c2)n1	i	i	i	i	i	i	i	-2	i	-2	-9
CC(C)CNC(=O)CCCSc1nc2ccccc2[nH]1	i	i	i	i	i	i	i	-6	i	-5	6
COc1ccc(NC(=O)Cn2c(=O)n(CC(=O)NCc3ccco3)c(=O)c3ccccc32)cc1OC	i	i	i	i	i	i	i	-4	i	-9	4
COc1cccc(CNc2ccc3c(c2)nc(C)n3C)c1OC	i	i	i	i	i	i	i	-2	i	-7	0
Cc1ccc(S(=O)(=O)NCC(=O)OC(C)C(=O)Nc2ncc(Cl)cc2Cl)cc1 (configuration not stated)	i	i	i	i	i	i	i	1	i	-10	0
CCCN1C(=O)/C(=C/c2ccc(C)s2)SC1=Nc1ccc(OC)cc1	i	i	i	-9*	i	i	i	-1	i	-12	4
Cc1c(C(=O)N(CCC#N)c2ccccc2)sc2nc3n(c(=O)c12)CCCC3	i	i	i	i	i	i	i	2	i	-11	-3
CC(C)c1nnc2n1N=C(c1ccc(Cl)cc1)CS2	i	i	i	i	i	i	i	1	i	-7	-3
COc1ccc(Cl)cc1S(=O)(=O)NC(C)C(=O)NCc1cccnc1 (configuration not stated)	i	i	i	i	i	i	i	-5	i	-8	1
CC(C)CNc1nc(Oc2ccc(=O)n(C)n2)nc(N2CCOCC2)n1	i	i	i	i	i	i	i	4	i	-5	14
Cc1ccc(-n2nnnc2SCC(=O)c2cc(C)n(-c3cc(C)on3)c2C)cc1	i	i	i	i	i	i	i	-3	i	-12	8
O=C(NCCc1csc(-c2ccc(C(F)(F)F)cc2)n1)c1cccs1	i	i	i	i	i	i	i	0	i	-14	0
CCOc1ccc(NC(=S)N2CCN(CCN3C(=O)c4cccc5cccc(c45)C3=O)CC2)cc1	i	i	i	i	i	i	i	-6	i	-12	-2
CCN(CC)CCNc1ncnc2c1[nH]c1ccc(OC)cc12	i	i	i	/	i	i	i	/	i	-11	3
O=C(O)c1ccc(C(=O)O)c(C(=O)c2ccc(NC(=O)c3ccccc3)cc2)c1	i	i	i	i	i	i	i	-1	i	-4	2
Cc1ccc(/C=C2\Oc3cc(OC(=O)N4CCOCC4)ccc3C2=O)cc1	i	i	i	i	i	i	i	-3	i	-3	-21
COc1ccc2oc(CS(=O)c3ccccc3)c(C(=O)O)c2c1 (configuration not stated)	i	i	i	i	i	i	i	/	i	-2	2

One compound at a time, from the list above. Values in the order: TRPC4 agonist	KCNQ1 pot	TRPC4 PAM	KCNK3 inh	KCNQ1 block	KCNK9 inh	PolyA inhibitor	DYRK1A inh	TRPC4 inh	hERG protect	Platelet DG rel
`CC(C)CNc1nc(Oc2ccc(=O)n(C)n2)nc(N2CCOCC2)n1` is listed as i	i	i	i	i	i	i	4	i	-5	14
`Cc1ccc(/C=C2\Oc3cc(OC(=O)N4CCOCC4)ccc3C2=O)cc1` is listed as i	i	i	i	i	i	i	-3	i	-3	-21
`O=C(Nc1ccc(-c2nc3ncccc3o2)cc1)c1ccc([N+](=O)[O-])o1` is listed as i	i	i	i	i	i	i	-5	i	-3	8
`O=C(NCCc1csc(-c2ccc(C(F)(F)F)cc2)n1)c1cccs1` is listed as i	i	i	i	i	i	i	0	i	-14	0
`Cc1c(C(=O)N(CCC#N)c2ccccc2)sc2nc3n(c(=O)c12)CCCC3` is listed as i	i	i	i	i	i	i	2	i	-11	-3

Other results:
SMILES	TRPC4 agonist	KCNQ1 pot	TRPC4 PAM	KCNK3 inh	KCNQ1 block	KCNK9 inh	PolyA inhibitor	DYRK1A inh	TRPC4 inh	hERG protect	Platelet DG rel
O=C(O)c1ccc2c(=O)n(-c3ccccc3)c(=S)[nH]c2c1	i	i	i	i	i	i	i	8	i	-9	-6
Cc1ccc(S(=O)(=O)C(C#N)c2nc3ccccc3nc2N2CCN(C)CC2)cc1 (configuration not stated)	i	i	i	i	i	i	i	-5	i	-7	7
CC(C)(C)C1=CC(=Nc2ccccc2N)C=C(C(C)(C)C)C1=O	i	i	i	i	i	i	i	-4	i	-4	1
COc1ccc(C2CC(c3ccccc3)=NN2S(=O)(=O)c2ccc(C)cc2)c(OC)c1 (configuration not stated)	i	i	i	i	i	i	i	-8	i	-8	-8
Cc1ccc(S(=O)(=O)N(C)CC(=O)N2CCC(C(N)=O)CC2)cc1	i	i	i	i	i	i	i	2	i	-6	0
CCCCSc1nnc(CCNC(=O)OC(C)(C)C)o1	i	i	i	i	i	i	i	-1	i	-2	0
CC(=O)CC(C)(C)Nc1nc2ccc([N+](=O)[O-])cc2o1	i	i	i	i	i	i	i	12	i	-7	-1
CC(=O)Nc1cccc(OC(=O)N2CCOCC2)c1	i	i	i	i	i	i	i	-7	i	-4	/
CCN(CC(=O)Nc1ccc(OC)cc1)C(=O)c1ccc([N+](=O)[O-])cc1	i	i	i	i	i	i	i	8	i	-5	1
O=S(=O)(c1ccccc1)c1nc(-c2ccco2)oc1NCc1ccccc1	i	i	i	i	i	i	i	-2	/	-7	2
Cc1ccc(C(=O)Oc2coc(CSc3nnc(NC(=O)c4cccs4)s3)cc2=O)cc1	i	i	i	i	i	i	i	-3	i	-1	21
CN(C)c1ccc(CNc2ccc3c(c2)ncn3C)cc1	i	i	i	/	i	i	i	/	i	-9	3
COc1ccccc1/C=N/n1cnnc1	i	i	i	i	i	i	i	-3	i	-9	-3
CSc1ncc(CNc2cc([N+](=O)[O-])ccc2C)c(N)n1	i	i	i	i	i	i	i	15	i	-2	-1
Cc1ccc(Cn2nnc3c(=O)[nH]c(C(=O)NCc4ccco4)nc32)cc1	i	i	i	i	i	i	i	-4	i	-3	6
COc1ccc(OC)c(Nc2nc(NCc3ccco3)c3ccccc3n2)c1	i	i	i	-17*	i	i	/	3	i	-9	-7
